Source: PubChem
JMJD2A Tudor – qHTS Assay for Inhibitors of JMJD2A-Tudor Domain; 390,000 tested, 4.4% active; Potency, µM (series often up to 114 µM), inactives show top-dose activity change, negative = inhibition, most hits filed as inhibitors; AlphaScreen JMJD2A-Tudor / H3K4me3 peptide binding; note: potency is the fitted concentration of half-maximal effect; % is set by controls: 0 for no effect and ±100 for the full control effect; nearly all actives have a fitted effect of over 50% in size
BAZ2B block – qHTS Assay for Inhibitors of BAZ2B | Bromodomain adjacent to zinc finger domain protein 2B (Homo sapiens), Q9UIF8 | AlphaScreen BAZ2B-H3K14Ac peptide displacement | Potency, µM (titrated, usually from 114 µM), without a hit: at the top dose activity change, negative = inhibition, most hits filed as inhibitors | 360,000 tested, 4.4% active; note: potency is the fitted concentration of half-maximal effect; % is set by controls: 0 for no effect and ±100 for the full control effect; nearly all actives have a fitted effect of over 60% in size
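Inhibition is scored as reduced AlphaScreen emission. The BAZ2B/b-H3(5-23)K14Ac complex (50 nM each) in PBS pH 7.4, 0.01% Tween-20 meets compound (up to 110 uM) for 30 min at RT before bead addition.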
PI4K2A block – qHTS for small molecular inhibitors of PI4K2A; AID 1346378, 2018; Phosphatidylinositol 4-kinase type 2-alpha (Homo sapiens), Q9BTU6; activity change, negative = inhibition, % at 76.9 µM; 420,000 tested, 0.13% active; purified PI4K2A, ADP-Glo luminescence, 1 h; active compounds read low; in the data active = activity change below about -50%; inconclusive = mostly about -30% to -49%;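 note: -100% = wells without enzyme as full effect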
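In this quantitative HTS, ADP production by PI4K2A was quantified luminescently after 1 h at ambient temperature; 100 microM adenosine served as plate-quality control.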
Pin1 inh – qHTS Assay to Find Inhibitors of Pin1 | Peptidyl-prolyl cis-trans isomerase NIMA-interacting 1 (Homo sapiens), Q13526 | Pin1 FP peptide displacement, HiFluor488, 10 min | Potency, µM (titrated, usually from 115 µM), for the others: top-dose activity, negative = inhibition, most hits filed as inhibitors | 390,000 tested, 0.009% active | AID 504891, 2011; active = well fitted inhibition curve with a large enough effect in the polarisation, with a control signal flat, not every such curve was filed as active; inconclusive = small, poorly fitted or top-dose-only effect, or effect the other way, or a change in a side signal; inactive = no such curve, though single readings can be large or run the other way; the % refers to the polarisation; note: potency is the fitted concentration of half-maximal effect; % is set by controls: 0 for no effect and ±100 for the full control effect
Target sequence (Q13526 whole entry, looked up): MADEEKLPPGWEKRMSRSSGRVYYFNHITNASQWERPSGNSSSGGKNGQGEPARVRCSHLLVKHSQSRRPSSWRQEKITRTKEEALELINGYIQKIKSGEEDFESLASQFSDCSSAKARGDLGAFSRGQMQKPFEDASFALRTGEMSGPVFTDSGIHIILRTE
HP1b binding inh – HTS for Inhibitors of HP1-beta Chromodomain Interactions with Methylated Histone Tails | Chromobox protein homolog 1 (Homo sapiens), P83916 | AlphaScreen HP1-beta / biotin-H3K9me3 peptide binding | Potency, µM (titrated, usually from 114 µM), without a hit: top-dose activity change, negative = inhibition, actives largely listed as inhibitors | 390,000 tested, 0.56% active; note: potency is the fitted concentration of half-maximal effect; nearly all actives have a fitted effect of over 70% in size; inactives centre near 23
Target sequence (P83916 whole entry, looked up): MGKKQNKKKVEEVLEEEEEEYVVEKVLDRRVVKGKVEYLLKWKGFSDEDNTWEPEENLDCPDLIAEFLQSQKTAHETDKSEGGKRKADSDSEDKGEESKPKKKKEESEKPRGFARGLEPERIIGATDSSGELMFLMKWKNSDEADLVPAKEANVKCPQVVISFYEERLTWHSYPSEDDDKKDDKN
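AlphaScreen: HP1-beta (50 nM) preformed 30 min with biotin-H3(1-18)K9me3 peptide (50 nM) in PBS pH 7.4, 0.01% Tween-20. Compound added for 30 min at RT, then streptavidin donor/nickel chelate acceptor beads (10 ug/mL) for 30 min.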
GLS inhibitor – qHTS for Inhibitors of Glutaminase (GLS); GLS enzymatic activity, qHTS titration; 410,000 tested, 0.21% active; Potency, µM (series often up to 45.5 µM), inactives show at the highest dose activity change, negative = inhibition, hits mostly inhibitors; Glutaminase kidney isoform, mitochondrial (Homo sapiens), O94925; note: potency is the fitted concentration of half-maximal effect; % is set by controls: 0 for no effect and ±100 for the full control effect
Target sequence (O94925 whole entry, looked up, canonical isoform): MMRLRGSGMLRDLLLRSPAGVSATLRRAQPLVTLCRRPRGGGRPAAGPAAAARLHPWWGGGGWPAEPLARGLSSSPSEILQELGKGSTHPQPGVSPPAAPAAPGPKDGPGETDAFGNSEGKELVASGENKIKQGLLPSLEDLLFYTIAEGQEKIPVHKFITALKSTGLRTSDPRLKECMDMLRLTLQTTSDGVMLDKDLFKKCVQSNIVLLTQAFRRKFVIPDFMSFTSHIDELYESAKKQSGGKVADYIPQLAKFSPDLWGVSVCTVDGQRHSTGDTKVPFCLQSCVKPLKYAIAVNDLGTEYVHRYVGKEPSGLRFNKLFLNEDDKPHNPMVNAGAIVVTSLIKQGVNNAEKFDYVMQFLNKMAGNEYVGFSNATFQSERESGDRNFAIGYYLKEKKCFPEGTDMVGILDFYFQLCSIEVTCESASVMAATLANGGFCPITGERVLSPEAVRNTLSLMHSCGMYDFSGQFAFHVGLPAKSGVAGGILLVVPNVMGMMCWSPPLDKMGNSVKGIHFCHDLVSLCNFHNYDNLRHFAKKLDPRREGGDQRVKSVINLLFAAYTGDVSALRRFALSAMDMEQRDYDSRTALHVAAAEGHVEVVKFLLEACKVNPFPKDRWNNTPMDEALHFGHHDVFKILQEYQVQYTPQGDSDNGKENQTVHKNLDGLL
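Coupled fluorescence readout: glutamate oxidase/HRP/Amplex Red detect glutamate formed by hKGA from L-glutamine (1 mM solution added). Buffer 45 mM KH2PO4 pH 8.2, 0.02% Tween-20; reads at t0 and 30 min RT.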
G9a inh – qHTS Assay for Inhibitors of Histone Lysine Methyltransferase G9a | Histone-lysine N-methyltransferase EHMT2 (Homo sapiens), Q96KQ7 | G9a H3K9 monomethylation, AlphaScreen, 2 h | Potency, µM (highest dose often 102 µM), for inactives: at the highest dose activity, negative = inhibition, most hits filed as inhibitors | 350,000 tested, 8.8% active; note: potency is the fitted concentration of half-maximal effect; % is set by controls: 0 for no effect and ±100 for the full control effect; nearly all actives have a fitted effect of over 75% in size
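G9a (20 nM) was preincubated 15 min with compound, then reacted 2 h at room temperature with 500 nM biotin-H3K9 peptide and 20 µM SAM. Monomethyl-H3K9 detected by AlphaScreen using anti-H3K9me1 antibody.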
Tb PGK inh – qHTS Assay to Find Inhibitors of Phosphoglycerate Kinase. Phosphoglycerate kinase, glycosomal (Trypanosoma brucei brucei), P07378. PGK/GAPDH coupled, Kinase-Glo luminescence, 60 min. Potency, µM (doses to about 57.5 µM), for the others: top-dose activity change, negative = inhibition, hits mostly inhibitors. 380,000 tested, 0.043% active; note: potency is the fitted concentration of half-maximal effect; % is set by controls: 0 for no effect and ±100 for the full control effect; nearly all actives have a fitted effect of over 60% in size
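Luminescent ATP detection (Kinase-Glo Plus) follows a 60-minute room-temperature incubation, with wells lacking PGK as controls. Buffer: 100 mM TEA (pH 7.6), 5 mM MgCl2, 0.01% Tween-20. Coupling enzyme GAPDH (100 nM final) supplies unstable 1,3-BPG in-well.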
ERG-DNA inh – qHTS for Small Molecule Inhibitors of the ERG Ets/DNA interaction; Transcriptional regulator ERG (Homo sapiens), P11308; 370,000 tested, 0.028% active; AID 624246, 2012; fluorescence polarization, His-ERG Ets domain / labelled DNA; Potency, µM (highest dose often 76.9 µM), inactives show top-dose FP activity, negative = inhibition, usual class: inhibitors; active = well fitted inhibition curve with a large enough effect in the polarisation, with a control signal flat; inconclusive = small, poorly fitted or top-dose-only effect, or effect the other way, or a change in a side signal; inactive = no such curve, though single readings can be large or run the other way; the % refers to the polarisation;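 note: polarization taken with two DNA probes labelled with fluorescein and Texas red; potency is the fitted concentration of half-maximal effect; % of control where 0% means no effect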
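His-tagged ERG Ets domain (1 uM in the protein solution; 300mM KCl, 50mM Tris-HCl, 1mM EDTA, 1mM DTT, pH 7.5) received compound, then a probe mix of 5 nM fluorescein-DNA and 100nM Texas-615-DNA. Fluorescence polarization was read for both dyes.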
* marks the source's active call; other numbers are inactive results; i = inactive; ? = inconclusive; . = not tested or not shown; [ ] = another dose, or the depositor's remark. Unless noted, calls come from the whole dose curve; as a rule, active = well fitted curve in the direction sought with a large enough effect; inconclusive = small, poorly fitted or top-dose-only effect, or another doubt; inactive = no such curve, though single readings can be large; an effect the other way counts as inactive or inconclusive.

SMILES	JMJD2A Tudor	BAZ2B block	PI4K2A block	Pin1 inh	HP1b binding inh	GLS inhibitor	G9a inh	Tb PGK inh	ERG-DNA inh
C=CC[C@@H](Cc1ccc(F)cc1)C(=O)OC[C@@H]1CCCN1C(=O)[C@@H](CC=C)CC(=O)N[C@H](CO)Cc1ccccc1	-17%	.	-1	?	29%	-3%	.	5%	-3%
CCN(CCN(C)C)C(=O)Cn1ncc2c1-c1cc(C)ccc1OC2	-11%	-2%	1	1%	53%[activator]	1%	-13%	-9%	4%
NS(=O)(=O)c1ccc(-c2c(-c3ccccc3)sc3ccccc23)cc1	79µM*	56µM*	-2	4%	13%	-9%	-3%[0.501 µM]	-5%	1%
COCCNC(=O)CCC(=O)N1Cc2cccc(OC)c2Oc2ncccc21	-5%	25%[57.1 µM]	-1	-5%	60%[activator]	-1%	4%[59 µM]	-5%	5%
Cc1ccc(OCC(=O)N2CCC(Cc3ccccc3)CC2)c([N+](=O)[O-])n1	-25%	-4%	0	1%	26%	3%	10µM*	-3%	-7%
N#CCCN1CCN(S(=O)(=O)c2ccc(S(=O)(=O)NCC3CCCO3)cc2)CC1 (centres undefined)	-10%	-4%	-1	-6%	9%	-7%	1%[59 µM]	-14%	15%
COc1ccc(CCN2C(=NC(=O)CCC(=O)O)SC3CS(=O)(=O)CC32)cc1OC (centres undefined)	-10%	-6%	3	1%	26%	-2%	-24%	5%	1%
CCN(CC)C(=O)Cn1cc(S(=O)(=O)CC(=O)N2CC(C)OC(C)C2)c2ccccc21 (centres undefined)	-5%	.	4	-8%	23%	0%	.	i	-3%
O=C(CCCn1c(SCc2ccccc2F)nc2ccccc2c1=O)NCC1CCCO1 (centres undefined)	-15%	-23%	-4	-5%	38%	-7%	-2%[59 µM]	i	-2%
O=C(COC(=O)CCN=C1NS(=O)(=O)c2ccccc21)NNC(=O)c1ccccc1	-3%	-28%	0	3%	23%	-3%	-3%	3%	-2%
Cc1cc(Nc2ncc(Cl)cc2Cl)n[nH]1	-13%	4%	0	-2%	25%	-5%	12%[2.33 µM]	6%	-4%
COc1ccccc1C(=O)Nc1sc(Nc2ccccc2)nc1C(N)=O	-9%	6%	-1	1%	33%[57 µM]	-5%	2%[59 µM]	-5%	2%
Clc1ccc(Nc2ncnc3ccc(Br)cc23)cc1	10%	3%	-6	0%	39%	11%	-41%	.	.
CCOC(=O)C1=C(N)Oc2c(oc(CO)cc2=O)C1c1c(F)cccc1Cl (centres undefined)	?	-32%	-1	?	28%	12%	-25%[12.7 µM]	2%	-5%
Cc1cc(C)nc(NS(=O)(=O)c2ccc(N=Cc3c(C)[nH]n(-c4ccccc4)c3=O)cc2)n1	79µM*	-7%	-4	3%	-5%	?	5%[59 µM]	3%	-5%
Cc1ccc(S(=O)(=O)CCc2nnc(NC(=O)C3CCCO3)s2)cc1 (centres undefined)	-19%	-4%	-2	-3%	26%	3%	-2%	-5%	-3%
Cc1nn(C(C)C(=O)NCc2ccccc2)c(C)c1[N+](=O)[O-] (centres undefined)	-5%	7%	-1	-12%	43%[activator]	-2%	-5%	.	.
COc1ccc(NC(=O)CN(C)C(=O)CN2C(=O)C3CCCCC3C2=O)cc1 (centres undefined)	-21%	12%	-4	5%	12%	5%	?	-8%	-5%
O=C(CN1C(=O)NC2(CCCCCC2)C1=O)NCc1ccccc1	2%	.	4	-2%	25%	-9%	.	7%	-3%
O=C(Cc1cccc(C(F)(F)F)c1)OCN1C(=O)c2ccccc2C1=O	38%[activator]	22%	1	1%	59%[activator]	15%	17%	5%	-10%
COc1ccc(-c2csc(-n3ncc(C(=O)O)c3C(F)(F)F)n2)cc1	-13%	-10%	-2	0%	32%	10%	?	-7%	-10%
O=C1CC(C(=O)Nc2ccc(Cl)cc2)n2ncnc2N1 (centres undefined)	-10%	-11%	-18	0%	42%[activator]	3%	?	8%	-2%
COc1ccc(/C=c2\sc3nc(-c4ccccc4OC)nn3c2=O)c(OC)c1	89µM*	-18%	89	?	3%	?	-6%[12.7 µM]	-2%	-2%
Cc1ccc(C)c(NC(=O)CN2C(=O)C3(SCC(=O)N3c3ccc(C)c(C)c3)c3ccccc32)c1 (centres undefined)	-17%	0%[57.1 µM]	2	16%	19%	1%	-22%[59 µM]	-9%	-2%
Oc1ccc(C=NCC2COc3ccccc3O2)cc1 (centres undefined)	-16%	3%	8	33%[activator]	16%	-7%	9%[12.7 µM]	-2%	-11%
O=C1NN=C(c2ccc(Cl)cc2)CC1c1c[nH]c2ccccc12 (centres undefined)	-34%	-37%	2	0%	29%	-2%	?	-4%	11%
COc1ccc(OC)c(NC(=O)CS(=O)(=O)c2ccccc2)c1	-3%	?	3	5%	33%[activator]	0%	-26%[12.7 µM]	i	-5%
O=C(COC(=O)c1ccc(Cl)nc1)NCCc1ccc(Cl)cc1	-3%	.	0	1%	1%	0%	.	0%	-2%
O=c1[nH][nH]c(C(F)(F)F)c1C=NCc1cccs1	-7%	-9%	4	-12%	30%	-3%	2%	-3%	-7%
CN(C)c1ccc(NS(=O)(=O)c2cc(Cl)ccc2Cl)cc1	56µM*	35µM*	-3	9%	50µM*	58%[activator]	8.9µM*	-2%	0%
O=C1CCC/C(=N\NC(=O)c2ccc(NS(=O)(=O)c3ccc(Br)cc3)cc2)C1	-3%	-6%	9	2%	37%	19%	79µM*	-7%	.
COc1ccc(CNc2oc(COc3ccc(Cl)cc3)nc2C#N)cc1	?	?	2	23%	?	13%	?	0%	-1%
Cc1cccc2c1OCC/C2=N\NC(=O)COc1ccccc1Cl	-15%	-11%	0	-1%	15%	-1%	28%	0%	-2%
COc1ccc(OC)c(Nc2nc3nonc3nc2N2CCCC(C)C2)c1 (centres undefined)	-7%	8%	-5	3%	39%[activator]	-4%	-13%[59 µM]	i	0%
CC(=O)c1c(C)[nH]c(C(=O)N2CC(C)CC(C)C2)c1C (centres undefined)	10%	-4%	-21	-8%	28%	3%	1%	8%	11%
Cc1oc(-c2ccccc2)nc1CNS(=O)(=O)c1ccc(Cl)cc1	-19%	-3%	-1	2%	24%	3%	13%[59 µM]	-7%	-9%
CCOc1ccccc1NC(=O)c1ccc(OCC(=O)N2CCOCC2)c(OC)c1	5%	.	5	11%	37%[activator]	-4%	.	-4%	-19%
O=c1c(-c2ccco2)[n+]([O-])c2ccccc2n1OCc1ccccc1	50µM*	29%	-4	?	?	2%	6.3µM*	-6%	-14%
O=c1oc(-c2ccccc2)c(-c2ccccc2)c2ccccc12	-9%	.	6	2%	8%[57 µM]	4%	.	4%	1%
CCN(CC)C(=O)CSc1nc2ccccc2c(=O)[nH]1	-6%	4%	-5	8%	32%	-10%	-35%[12.7 µM]	1%	1%
CCCCc1ccc(NC(=O)Nc2cnccn2)cc1	9%	-1%	5	-4%	31%	-8%	44%	-3%	-15%
Cc1sc2ncnc(NCCCn3ccnc3)c2c1C	-18%	0%	6	-5%	10%	-12%	15%	-6%	-2%
COC(=O)C(C)NS(=O)(=O)c1ccc(NC(C)=O)cc1 (centres undefined)	6%	0%	2	0%	10%	4%	-11%	.	.
COc1cc(C)c(Cl)cc1S(=O)(=O)n1ccnc1C	-10%	?	2	-2%	12%	-11%	6%	4%	.
O=C(NC1CCN(C(=O)Nc2ccc(F)cc2)CC1)c1ccccc1F	-8%	2%	0	-7%	11%	3%	10%	-7%	-1%
CC(=O)Oc1ccc(-c2cccc(C(=O)O)c2)cc1	2%	1%	-6	0%	35%	-2%	9%	.	.
Cc1noc(C)c1Cn1nc(C(=O)O)c2ccccc2c1=O	-8%	-4%	-6	-1%	34%	-3%	11%	0%	7%
Cc1cc(C)n2nc(SCc3nnc(-c4cccs4)o3)nc2n1	2%	-12%	-1	2%	30%	1%	6%	-2%	6%
CN1CCc2nc3ccc(Cl)cc3c(-c3ccccc3Cl)c2C1	-27%	?	-2	-1%	5%	5%	-19%[59 µM]	0%	-9%
Cc1ccc(C(=O)NNC(=O)CNc2cccc(Cl)c2)cc1	-4%	8%	1	-1%	51%[activator]	0%	-10%	-10%	-8%
O=C(O)[C@H](Cc1ccccc1)NC(=O)N1CCN(c2ccccc2)CC1	-6%	-30%	2	-1%	14%[57 µM]	20%	8%	-1%	0%
CCCN1C(=O)/C(=N\OCC(=O)Nc2ccc(C(C)C)cc2)c2ccccc21	?	-12%	6	-9%	-9%	-5%	-20%[59 µM]	i	-2%

This is a random part of the collection; 11% or so of the library scored in one or more.
